# ERK EGF block = inhibitors of EGF-stimulated ERK signaling pathway. 130,000 tested, 0.41% active. AID 1454. Potency, µM (top dose mostly 11.5 µM), inactives show at the top dose activity change, negative = inhibition, usual class: inhibitors. HEK293-V1b, EGF-stimulated phospho-ERK AlphaScreen; active = well fitted inhibition curve with a large enough effect; inconclusive = small, poorly fitted or top-dose-only effect, or effect the other way;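 also: plate controls were stimulated vehicle wells for no effect and unstimulated vehicle basal for full effect; nearly all actives have a fitted effect of over 55% in size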
#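 Stably V1b-transfected HEK293 cells; 30 min compound, then EGF 25 nM final for 5 min at 37C; 10 min lysis; phospho-ERK by AlphaScreen after 5 hr beads at room temperature.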
# * marks the source's active call; other numbers are inactive results; ? = inconclusive; [ ] = remark or other dose. Potency is read from the fitted curve at half-maximal effect. This is a subset, so the mix of outcomes need not match the whole.
SMILES,ERK EGF block
O=c1c2c3nc4ccccc4nc3n(/N=C/c3ccncc3)c2ncn1-c1ccccc1,0%[57.5 µM]
COc1ccc(SC[C@H](Cc2ccccc2)N2CCN(CCc3ccccc3)CCC2=O)cc1,-11%[57.5 µM]
CCN(CC)C(=O)N1CCN(S(=O)(=O)c2c(C)cc(C)cc2C)CC1,2%
CC(C)c1ccccc1NC1=CC(=O)CC(C)(C)C1,5%
COc1ccc(NC(=O)NCCN2C(=O)C3C4C=CC(C4)C3C2=O)cc1 (centres undefined),-6%
COc1ccc(-n2nnnc2SC(C)C(=O)NCC(=O)Nc2ccc(F)c(F)c2F)cc1 (centres undefined),1%
CC(=O)Nc1ccc2nc(NC(=O)CCc3ccccc3)sc2c1,4%
CCN(CC)CCNC(=O)c1ccc2c(c1NCCO)C(=O)c1ccccc1C2=O,?
CN1CCN(c2ccc(S(=O)(=O)N3CCCCC3)cc2NC(=O)c2ccc(F)cc2F)CC1,2%
Nn1c(SCc2ccccc2)nnc1C1CCCCC1,-2%[57.5 µM]
CC(C)NCC(O)COc1ccc(CC(N)=O)cc1 (centres undefined),2%[57.5 µM]
CC1=CC(C)(C)N(C(=O)CCl)c2cc(C)ccc21,-2%
O=C(Cn1c(=O)oc2ccccc21)Nc1nc(-c2ccc(Br)cc2)cs1,1%
COc1ncc2nc(-c3cn(C)c4ccccc34)c(=O)n(Cc3ccc(F)cc3)c2n1,?
O=C1Nc2ccccc2N=C(c2ccccc2)c2ccccc21,-8%[57.5 µM]
CC(NCc1cccc(OCc2ccccc2)c1)C(O)c1ccccc1 (centres undefined),-9%
S=c1[nH]nc(Nc2cccc3ccccc23)s1,1%[57.5 µM]
CCN1C(=O)C(c2ccc(O)cc2)(c2ccc(O)cc2)c2ccccc21,-2%
O=C(Cc1cc(=O)[nH][nH]1)N/N=C/c1c(F)cccc1Cl,5%
O=C(NCc1ccco1)c1cccc(NS(=O)(=O)c2ccccc2F)c1,5%
C#C[C@]1(O)CC[C@@H]2[C@H]3CCc4cc(OC)ccc4[C@@H]3CC[C@@]21C,4%[25.7 µM]
Cn1cc(CN2CCC(C(O)c3cccs3)CC2)c(-c2cccc(Cl)c2)n1 (centres undefined),-17%
CCn1c(COc2ccc(C)cc2)nnc1SCC(=O)NCc1ccco1,-15%
Cc1ccc(S(=O)(=O)N(CC2CO2)c2ccccc2[N+](=O)[O-])cc1 (centres undefined),2%
CCOC(=O)Cn1nc(C)n(-c2cccc(Cl)c2)c1=O,-1%
CC1CC(C)(C)NC(=S)N1CCC(=O)N1CCN(Cc2ccccc2)CC1 (centres undefined),-3%
CSCCC(NC(=O)OC(C)(C)C)C(=O)Oc1ccc2c(=O)c(-c3ccc4c(c3)OCCO4)coc2c1 (centres undefined),-6%[57.5 µM]
O=C(COc1ccccc1F)Nc1cc(S(=O)(=O)N2CCOCC2)ccc1N1CCOCC1,7%
O=C(NCC1COc2ccccc2O1)c1cc2ccccc2o1 (centres undefined),5%
C/C(CC(=O)Nc1cccc(C(F)(F)F)c1)=N\NC(=O)C1CCCCC1,-15%
COc1ccc(/C=C/C(=O)C2(O)CCCCC2)cc1OC,-7%
CN1CCN(CCCNC(=O)Cn2ncc3c4ccccc4n(C)c3c2=O)CC1,0%
CCC(=O)N(C)CCc1cc2c(c(OC)c1/C=N/NC(=O)c1ccccc1O)OCO2,0%
Cc1ccc(C)c(OCC(=O)O/N=C(\N)c2cccnc2)c1,-1%[57.5 µM]
CN(C)/C=C/C(=O)c1cnc(-c2ccccc2)s1,-5%
Cc1nn2c(NCCCn3ccnc3)cc(C(C)C)nc2c1-c1ccccc1,-2%[57.5 µM]
COc1ccc(C2=[N+](C)CCn3cccc32)c(OC)c1,-5%
c1cc2c(cc1C1CCCCC1)c1c3n2CCCNC3CCC1 (centres undefined),28µM*
c1ccc(CNc2oc(-c3ccccc3)nc2-c2cccc3ccccc23)cc1,-5%
COc1ccc2c(c1)C(c1cccs1)=NNC(c1ccncc1)=N2,-1%
COc1ccc(OC)c(S(=O)(=O)Nc2ccccc2C(F)(F)F)c1,-8%
CN(C1CCCC1)C1CCN(C(=O)CNC(=O)/C=C/c2cccc(C(F)(F)F)c2)CC1,-11%
Cc1ccccc1C1=NC(C(F)(F)F)(C(F)(F)F)c2c(n(-c3ccc(F)cc3)c(=O)[nH]c2=O)N1,-2%
COc1ccc(C(=O)COC(=O)C(CC(C)C)N2C(=O)c3ccccc3C2=O)cc1 (centres undefined),1%
COc1ccccc1N1CN(Cc2ccccc2)CNC1=S,5%[57.5 µM]
CCn1c(SCc2nc3scc(-c4ccccc4)c3c(=O)[nH]2)nnc1-c1cccs1,25µM*
CCCOc1ccc(/C(O)=C2/C(=O)C(=O)N(CCCn3ccnc3)C2c2cccs2)cc1 (centres undefined),-5%
Cc1ccc(NC(=O)COC(=O)Cc2csc(-c3cccc(F)c3)n2)cc1C,2%
CN(Cc1ccccc1)S(=O)(=O)c1cn(C)cn1,3%[57.5 µM]
Clc1ccc(Nc2ccc(NCc3ccccc3)nn2)cc1,?
COc1ccc(CC(=O)NNC(=O)COc2ccc3ccccc3c2)cc1,-2%
O=C(c1cccs1)N1CCN=C1SCc1ccc(Cl)cc1,-2%
CN(C(=O)COC(=O)/C=C/c1ccccc1[N+](=O)[O-])c1ccccc1,1%
O=C(NCc1ccccc1Cl)C1CCC(CNc2nc(=S)[nH]c3ccccc23)CC1 (centres undefined),-3%
CCOC(=O)c1c(C)[nH]c(C(=O)OCC(=O)NC(C)(C)C)c1C,3%
COc1ccccc1N(C)S(=O)(=O)c1ccc(C(=O)NC2=NCCS2)cc1,1%
COc1ccc(Br)cc1CN(C)C(C)C(=O)Nc1cc([N+](=O)[O-])ccc1OC (centres undefined),-7%
CC(C)(C)NC(=O)CSc1nc2ccc(NC(=O)CSc3nnc(N)s3)cc2s1,-1%
CC(C)(C)N(Cc1ccccc1)C(=O)c1ccc(Br)o1,-5%[57.5 µM]
O=C(COc1ccc(Br)cc1Cl)NC(=S)N1CCc2ccccc21,-7%

# (list continues)
SMILES,ERK EGF block
COc1ccc(CCNC(=O)C2CC3Cn4c(nc5cc6ccccc6cc54)C3N2C)cc1 (centres undefined),5%[57.5 µM]
CN1CCN(c2ccc(-c3ccnn3C(=O)Nc3cccc(C(F)(F)F)c3)cc2)CC1,-5%
COc1ccccc1NC(=O)/C=C1\SCC(=O)N1C,-6%
NC(=O)CC[C@@H]1NC(=O)[C@@H]2CCCN2C(=O)c2cc([N+](=O)[O-])cc(I)c2NCCCC[C@@H](C(=O)NC(CC(=O)O)C(N)=O)NC1=O (some centres undefined),1%
CC1(C)CC(=O)C2=C(C1)OC1=C(C(=O)CC(C)(C)C1)C2c1ccc(O)c([N+](=O)[O-])c1,-8%
COc1ccc(C(=O)N2CCN(Cc3ccc4c(c3)OCO4)CC2)cc1[N+](=O)[O-],-7%
Cc1ccc(-c2csc(-c3cc(C)on3)n2)cc1,-10%[57.5 µM]
O=[N+]([O-])c1ccc(OCc2cccc(COc3ccc([N+](=O)[O-])cc3)n2)cc1,4%
COc1ccc(C2=NOC(CNC(=O)c3ccccc3Br)C2)c(OC)c1 (centres undefined),10%[57.5 µM]
S=C(NCc1ccccc1)Nc1ccc(Cl)cc1,-6%
CCn1c(NC(=O)c2ccccc2F)c(-c2cccs2)c(=O)c2ccccc21,0%[57.5 µM]
O=C1C=C(c2ccccc2)C[C@H](c2cccs2)[C@H]1n1nnc([N+](=O)[O-])n1,8%
Nc1ccc2nc(SCc3cccc(F)c3)sc2c1,3%
Cc1cc[n+](CC(=O)c2ccc(NC(=O)c3ccccc3)cc2)c2ccccc12,5%
COc1cccc(/C=N/NC(=O)c2oc3nc(-c4ccccc4)cc(-c4ccco4)c3c2N)c1,-4%[57.5 µM]
CC(C)CN1C(=O)c2ccccc2C1(O)Cc1ccccc1 (centres undefined),-5%
CCCS(=O)(=O)NCCc1cc2cc(C)c(C)cc2[nH]c1=O,8%
NCCc1ccc(O)c(O)c1,?
C/C(CC(=O)Nc1ccc2c(c1)OCCO2)=N\NC(=O)c1ccccn1,-3%
O=C(Nc1ccccc1C(=O)N/N=C/c1ccco1)c1ccc(Cl)cc1,10%
COc1ccc(CSc2nc(C)cc(C)c2S(C)(=O)=O)cc1,-1%
Cc1onc(-c2ccccc2)c1CNS(=O)(=O)c1ccccc1[N+](=O)[O-],-2%[57.5 µM]
O=[N+]([O-])c1cc(S(=O)(=O)Nc2cccc(Cl)c2)ccc1N/N=C/c1ccc(N2CCOCC2)cc1,?
O=C1C(Cc2ccc(F)cc2)SC(=Nc2ccccc2)N1c1ccccc1 (centres undefined),5%
CC(=O)NCC(=O)N[C@H](CCC(=O)O)C(=O)O,0%
Cc1nc(NCc2ccccc2)c2nc(-c3ccccc3)n(CCCN3CCOCC3)c2n1,8%
Cc1ccc(C)c(Nc2ncnc(N)c2[N+](=O)[O-])c1,-2%
CCS(=O)(=O)c1ccc(O)c(NC(=O)CCCC(=O)O)c1,-3%[57.5 µM]
O=C(C1=C[C@@H](c2ccc(C(F)(F)F)cc2)C[C@@H](OCCCCO)O1)N1CCN(Cc2ccccc2)CC1,6%[57.5 µM]
CCOc1cc(/C=C(\C#N)c2nc(-c3cccs3)c(NC(C)=O)s2)ccc1O,1%
CC(=O)NNC(=O)CN1C(=O)/C(=C/c2ccccc2)SC1=S,-10%[57.5 µM]
Cc1ccc(NS(=O)(=O)c2cccc(C(=O)Nc3c(C)n(C)n(-c4ccccc4)c3=O)c2)cc1,-2%[57.5 µM]
Cc1ccc(S(=O)(=O)N2CCCCC2)cc1NC(=O)CSc1ncnc2ccccc12,1%
COc1cc(/C=C(/C#N)C(=O)c2c(C)[nH]c3ccccc23)ccc1OCC#N,-28%[57.5 µM]
Cc1nnc(SCC(=O)Nc2nccs2)n(N)c1=O,-5%
CC(C)NS(=O)(=O)c1ccc(CCC(=O)NCc2ccncc2)cc1,25%
COc1ccc(-c2ccc(/C=N/NC(=O)Cc3nnc(N)s3)o2)cc1Cl,11%[57.5 µM]
COc1ccc2[nH]cc(CCNc3ccnc(-c4cccc(NS(C)(=O)=O)c4)n3)c2c1,12%
CCOc1ccc(C(=O)NCC2CCCO2)cc1OCC (centres undefined),0%
CC(C)C1Cc2nc(Cl)c(C#N)cc2CO1 (centres undefined),1%[57.5 µM]

# Gathered by group, the entries above containing a furan ring, fused or not
SMILES,ERK EGF block
O=C(NCc1ccco1)c1cccc(NS(=O)(=O)c2ccccc2F)c1,5%
CCn1c(COc2ccc(C)cc2)nnc1SCC(=O)NCc1ccco1,-15%
O=C(NCC1COc2ccccc2O1)c1cc2ccccc2o1 (centres undefined),5%
CC(C)(C)N(Cc1ccccc1)C(=O)c1ccc(Br)o1,-5%[57.5 µM]
COc1cccc(/C=N/NC(=O)c2oc3nc(-c4ccccc4)cc(-c4ccco4)c3c2N)c1,-4%[57.5 µM]
O=C(Nc1ccccc1C(=O)N/N=C/c1ccco1)c1ccc(Cl)cc1,10%
COc1ccc(-c2ccc(/C=N/NC(=O)Cc3nnc(N)s3)o2)cc1Cl,11%[57.5 µM]

# Returning to the listing, repeating the 5 entries before the break.
SMILES,ERK EGF block
CC(C)NS(=O)(=O)c1ccc(CCC(=O)NCc2ccncc2)cc1,25%
COc1ccc(-c2ccc(/C=N/NC(=O)Cc3nnc(N)s3)o2)cc1Cl,11%[57.5 µM]
COc1ccc2[nH]cc(CCNc3ccnc(-c4cccc(NS(C)(=O)=O)c4)n3)c2c1,12%
CCOc1ccc(C(=O)NCC2CCCO2)cc1OCC (centres undefined),0%
CC(C)C1Cc2nc(Cl)c(C#N)cc2CO1 (centres undefined),1%[57.5 µM]
O=C(Oc1ccc(-c2csnn2)cc1)c1cccs1,-1%[57.5 µM]
S=C(NCCCN1CCOCC1)Nc1ccc(Cl)cc1,-1%
O=C(Oc1ccc([N+](=O)[O-])cc1)c1cccnc1,1%
O=C(Nc1ccc2c(c1)Cc1ccccc1-2)c1ccncc1,10%
CC1(C)C2CCC1(CS(=O)(=O)Nc1ccc(S(=O)(=O)NC3CCCCC3)cc1)C(=O)C2 (centres undefined),3%
CCC(=O)Nc1nnc(SCC(=O)N2c3ccccc3CC2C)s1 (centres undefined),5%
Cc1ccc2c(c1)-c1c(cnn1CC(=O)NC(C)CCc1ccco1)CO2 (centres undefined),-1%
CCc1ccc(CN2CCN(C(=O)c3cccc(OC)c3OC)CC2)cc1,8%
CN(C(=O)COC(=O)c1ccc2c(=O)n3c(nc2c1)CCC3)c1ccccc1,13%
CN(CC(=O)Nc1ccc(F)c(F)c1F)c1ncnc2sccc12,-5%
CNC(=O)OCCSCCS(=O)(=O)c1ccc(Cl)cc1,-3%[57.5 µM]
COC(=O)C1=C(C)N(C)C(=O)NC1c1ccc(O)c(Cl)c1 (centres undefined),-9%
CCN(CC)CCNC(=O)c1ccc(NC(=O)c2c(F)cccc2Cl)cc1,9%
Cc1ccc(Cn2cc(SCC(N)=O)c3ccccc32)cc1,1%

# A different layout for part of the listing above.
Molecule | ERK EGF block
O=C(Oc1ccc([N+](=O)[O-])cc1)c1cccnc1 | 1%
CN(C(=O)COC(=O)c1ccc2c(=O)n3c(nc2c1)CCC3)c1ccccc1 | 13%
CCc1ccc(CN2CCN(C(=O)c3cccc(OC)c3OC)CC2)cc1 | 8%
CCC(=O)Nc1nnc(SCC(=O)N2c3ccccc3CC2C)s1 (centres undefined) | 5%
CCN(CC)CCNC(=O)c1ccc(NC(=O)c2c(F)cccc2Cl)cc1 | 9%

# Source: PubChem BioAssay
